Screening data deposited in PubChem by National Center for Advancing Translational Sciences (NCATS).
CHX counter – counter-screen for Shiga toxin inhibitors: cycloheximide protein synthesis inhibition | max response, % | 300,000 compounds, 12% hits | cell reporter, cycloheximide protein synthesis inhibition counterscreen; in the data active = max response mostly above about 13%, no sharp cut-off; inactive = mostly below about 14%; also: read at 38.3 µM for the half of the compounds with a filed dose; 0% is about no effect
HCMV inh – blocks human cytomegalovirus replication; HFF cells, HCMV-luciferase reporter, 72 h; stronger effect = lower value; activity change, negative = inhibition, % at 57.5 µM; 410,000 compounds, 4.5% hits; AID 1259415; in the data active = activity change below about -60%; inconclusive = no clear call, values can overlap the other calls; inactive = above about -39%; also: % is scaled to controls: 0 for no effect and ±100 for the full control effect
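Human foreskin fibroblasts infected with luciferase-reporter HCMV at MOI 1 PFU/cell, compounds at two doses. Luciferase measured 72 h post infection; normalized to buffer-only basal and Salinomycin (10uM) controls.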
Shiga inhibitor – blocks Shiga toxin action in Vero cells | inhibition, % at 38.7 µM | AID 2315 | Vero cells, Shiga toxin protein synthesis inhibition reporter | 290,000 compounds, 9.2% hits; in the data active = inhibition mostly above about 28%, no sharp cut-off; inactive = mostly below about 43%; also: 0% is about no effect
AMA1 RON2 block – disrupts binding of P. falciparum AMA1 to RON2; 360,000 compounds, 0.2% hits; Potency, µM (titrated, usually from 58.2 µM), for inactives: at the top dose activity change, negative = inhibition, actives largely listed as inhibitors; AlphaScreen AMA1-biotinylated RON2 peptide binding;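 also: potency is read from the fitted curve at half-maximal effect; 0% = vehicle wells and -100% = peptide control; nearly all actives have a fitted effect of over 45% in size; some results filed as inactive show a strong effect at the top dose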
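AMA1 (3D7) with his tag at 25 nM final met compounds first, then biotinylated RON2 peptide at 25 nM; detection used donor plus acceptor beads, 10 µg/mL apiece, read by AlphaScreen after 30 min at room temperature.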
Giardia FBPA inh – Giardia lamblia aldolase inhibition | Potency, µM (series often up to 59.6 µM), for inactives: top-dose activity, negative = inhibition, most hits filed as inhibitors | purified Giardia FBPA | A8B2U2 | 290,000 compounds, 0.71% hits; also: potency is read from the fitted curve at half-maximal effect; % is scaled to controls: 0 for no effect and ±100 for the full control effect; nearly all actives have a fitted effect of over 55% in size
Target sequence (A8B2U2 whole entry, looked up): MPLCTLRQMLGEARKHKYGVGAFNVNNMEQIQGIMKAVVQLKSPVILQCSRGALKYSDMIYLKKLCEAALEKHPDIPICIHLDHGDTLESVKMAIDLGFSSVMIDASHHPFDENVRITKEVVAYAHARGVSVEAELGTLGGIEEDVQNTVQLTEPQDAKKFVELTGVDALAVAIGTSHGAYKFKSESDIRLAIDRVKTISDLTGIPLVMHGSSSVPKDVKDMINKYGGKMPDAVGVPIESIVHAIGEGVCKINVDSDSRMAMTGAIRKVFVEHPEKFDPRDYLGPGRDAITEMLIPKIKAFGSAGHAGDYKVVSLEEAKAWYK
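40 nM FBPA preincubated 10 min at RT with compound (up to 57.5 uM final), then substrate plus GAPDH/TPI/NAD/arsenate coupling and diaphorase/resazurin added. Fluorescence read after 20 min at RT, 525/598 nm.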
AmpC inh detg – inhibitors of E. coli AmpC beta-lactamase with detergent; AmpC hydrolysis of nitrocefin, absorbance 480 nm, 0.01% Triton; P00811; 370,000 compounds, 0.041% hits; Potency, µM (doses to about 114 µM), inactives show top-dose activity change, negative = inhibition, actives largely listed as inhibitors;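 also: potency is read from the fitted curve at half-maximal effect; 0% = no-compound wells and -100% = no-enzyme wells; nearly all actives have a fitted effect of over 25% in size; some results filed as inactive show a strong effect at the top dose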
Target sequence (P00811 whole entry, looked up): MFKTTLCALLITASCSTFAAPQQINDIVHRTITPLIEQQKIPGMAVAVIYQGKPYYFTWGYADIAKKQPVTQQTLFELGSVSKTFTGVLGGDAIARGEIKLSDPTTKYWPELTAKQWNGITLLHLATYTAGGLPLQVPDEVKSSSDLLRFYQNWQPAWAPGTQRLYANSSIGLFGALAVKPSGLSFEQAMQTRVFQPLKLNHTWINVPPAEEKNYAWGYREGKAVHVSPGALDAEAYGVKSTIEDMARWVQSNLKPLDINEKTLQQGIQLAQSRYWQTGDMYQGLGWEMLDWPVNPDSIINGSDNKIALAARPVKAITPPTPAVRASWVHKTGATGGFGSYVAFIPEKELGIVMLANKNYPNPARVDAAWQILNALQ
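20 mM phosphate pH 7.0 + 0.01% (detergent screen) or 0.0001% Triton X-100; 5.3 nM AmpC reagent; cpd preinc 15 min RT; nitrocefin (800 uM stock) to start; A480 q20 s × 4 min; Activity was normalised to no-enzyme and no-compound control wells.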
AmpC no deterg – inhibitors of E. coli AmpC beta-lactamase without detergent; P00811; AmpC nitrocefin hydrolysis, absorbance 480 nm, 0.0001% Triton; Potency, µM (titrated, usually from 57.1 µM), inactives show at the top dose activity change, negative = inhibition, most hits filed as inhibitors; 330,000 compounds, 0.52% hits;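 also: potency is read from the fitted curve at half-maximal effect; plate controls were no compound for no effect and no enzyme for full effect; nearly all actives have a fitted effect of over 20% in size; some results filed as inactive show a strong effect at the top dose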
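20 mM phosphate pH 7.0 + 0.01% (detergent screen) or 0.0001% Triton X-100; 5.3 nM AmpC reagent; cpd preinc 15 min RT; nitrocefin (800 uM stock) to start; A480 q20 s × 4 min; Activity was normalised to no-enzyme and no-compound control wells.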
Numbers without * were called inactive; ? = inconclusive; . = not tested or not shown; [ ] = remark or other dose. Unless noted, calls follow the shape of the dose curve; as a rule, active = well fitted curve in the direction sought with a large enough effect; inconclusive = small, poorly fitted or top-dose-only effect, or another doubt; inactive = no such curve, though single readings can be large; an effect the other way counts as inactive or inconclusive.

mol | HCMV inh | Shiga inhibitor | CHX counter | AmpC no deterg | AmpC inh detg | Giardia FBPA inh | AMA1 RON2 block
CCN1CCCC1CNC(=O)CCNC(=O)c1cc(OC)c(OC)c(OC)c1 (stereo unspecified) | 7 | -23 | 2 | -4% | 1% | -9% | 0%
CC(C)CC(=O)NC(=S)Nc1nc(-c2cccc3ccccc23)cs1 | -10 | 9 | -2 | -29% | 0% | -18% | -28%
COc1cc(/C=N/n2cnnc2)ccc1OCC(=O)N1CCOCC1 | 19 | -19 | -5 | -2% | -5% | -2% | 13%
COc1ccc(-c2sc3ccc(N4CCOCC4)cc3c2C#CCCO)cc1 | 37 | . | . | 172%[activator] | . | . | -12%
O=C(N/N=C/c1ccccc1O)NC12CC3CC(CC(C3)C1)C2 | -30 | 139* | 46* | -30% | -5% | 5% | 67%[activator]
COC(=O)c1sccc1NC(=O)CC1C(=O)NCCN1C(=O)Nc1ccccc1 (stereo unspecified) | -2 | 19 | -3 | 32% | -7% | -8% | -9%
Nc1nc(SCCO)[nH]c(=O)c1NC(=O)c1ccc(Br)o1 | -35 | -4 | -3 | -17% | -4% | . | -4%
Cc1nnc2sc(-c3ccc(-c4ccc(Cl)c(C(F)(F)F)c4)o3)nn12 | 39 | 4 | -2 | 0% | -7% | -4% | 18%
O=C(COC(=O)CNC(=O)c1ccc(F)cc1)Nc1cccc(S(=O)(=O)N2CCCC2)c1 | -1 | -2 | -2 | -33% | -4% | 1% | -1%
O=C(OCC#CCSc1nnc(-c2ccccc2)o1)c1cccs1 | -14 | 38 | 30 | -19% | 1% | -1% | 45%[activator]
CC(C)(C)c1ccc(S(=O)(=O)N2CCN(CC(O)COCC3CCCO3)CC2)cc1 (stereo unspecified) | 0 | . | . | 126%[activator] | -10% | . | -9%
Cc1ccc[n+](C(C)C(=O)c2ccc(Cl)cc2)c1 (stereo unspecified) | -5 | -1 | -3 | -6% | 0% | -1% | 0%
CC(Nc1nc(=S)nc(Nc2ccc(F)cc2)[nH]1)c1ccccc1 (stereo unspecified) | ? | . | -3 | -33% | ? | 21% | -7%
O=C(Cn1cc([N+](=O)[O-])cn1)NCC1CCCO1 (stereo unspecified) | -19 | -7 | -4 | -54% | 2% | 5% | -8%
CCc1nn(C(CC)C(=O)NCCCc2ccccc2)c(=O)c2cc3occc3n12 (stereo unspecified) | -24 | 8 | -1 | -12% | -10% | 6% | 0%
COc1ccc(-n2nc(C(=O)NCC(=O)NC3CCCC(C)C3C)c3ccccc3c2=O)cc1 (stereo unspecified) | 9 | -7 | -2 | 0% | -7% | 3% | 7%
O=C(NCc1cccs1)C(=O)c1cn(CC(=O)N2CCOCC2)c2ccccc12 | -96* | 13 | -5 | 35% | 1% | 2% | 5%
Cc1ccc2nc(SCC(=O)NCc3ccco3)nc(=O)n2c1 | -5 | . | . | ? | 2% | . | -9%
Cc1ccc(/C=N/NC(=O)c2cccc(S(=O)(=O)N3CCOCC3)c2)o1 | -16 | 3 | -2 | -30% | -7% | 1% | 117%[activator]
CC(C)(C)N(NS(=O)(=O)c1ccc(F)cc1)c1ccccc1 | ? | -3 | 1 | -22% | -5% | -16% | 7%

The results go on:
mol | HCMV inh | Shiga inhibitor | CHX counter | AmpC no deterg | AmpC inh detg | Giardia FBPA inh | AMA1 RON2 block
Cc1nc(-c2ccc(S(=O)(=O)N3CCN(C(c4ccccc4)c4ccccc4)CC3)s2)cs1 | 15 | -10 | -2 | 5% | -1% | -3% | -3%
COc1ccc(/C=N\NC(=O)CCc2c(C)n[nH]c2C)c(OC)c1OC | 59 | 18 | -6 | -23% | -3% | 6% | 7%
O=C(Nc1ccccc1Cl)C(=O)c1cn(CC(=O)N2CCOCC2)c2ccccc12 | 71 | 46* | 59* | 93%[activator] | -2% | . | -3%
COC(=O)c1cccc(NC(=O)NC2CCCN2S(=O)(=O)c2ccc(Cl)cc2)c1 (stereo unspecified) | -13 | 8 | -5 | -56% | -6% | 6% | -19%
O=C(Cc1ccccc1F)NC1CCSc2ccccc21 (stereo unspecified) | 1 | 8 | -2 | -19% | -1% | . | 4%
COc1cc([N+](=O)[O-])ccc1NC(=O)NCc1ccco1 | -31 | 9 | 1 | -7%[2.29 µM] | -11% | -7% | -2%
CC(C)Cc1cc(C(=O)Nc2sc3c(c2C#N)CCC3)no1 | -13 | -9 | 0 | -27% | -6% | 0% | 19%
O=C(c1ccco1)N1CCN(C(=O)C(Cc2ccccc2)NS(=O)(=O)c2cccs2)CC1 (stereo unspecified) | 24 | -4 | 9 | -3% | -15% | 0%[12.9 µM] | 4%
COc1cc(C(=O)NCC(=O)N2CCN(S(=O)(=O)c3ccccc3C(F)(F)F)CC2)cc(OC)c1OC | 28 | . | . | 79%[activator] | . | . | -5%
COc1cc2c3c(c1)C1(C(=O)N3C(C)(C)C=C2C)C(C#N)=C(N)Oc2cc(C)oc(=O)c21 (stereo unspecified) | 17 | 2 | -2 | 77%[activator] | -12% | -4% | -1%
CCOC(=O)c1nn(-c2ccccc2F)c(C)c1C(C)=O | -8 | -16 | 1 | -10% | -1% | 6% | 6%
CC1(C)CC(NC(=O)c2ccccc2Cl)CC(C)(C)N1 | -4 | 6 | 1 | -11% | -19% | -5% | -14%
CCCC(=O)Nc1ccccc1NC(=O)c1cc(OC)c(OC)c(OC)c1 | 8 | -9 | -1 | 0% | -13% | -1% | 3%
CCn1c(=O)c2cc(C(=O)N(C)CC(OC)OC)sc2c2ccccc21 | -20 | 9 | -3 | 41% | 1% | 2% | 0%
CSc1ccc(S(=O)(=O)NCC(=O)OCC(=O)N(C)Cc2ccccc2)cc1[N+](=O)[O-] | -7 | . | . | 1% | 0% | . | -6%
O=C(NCc1ccccc1)C(c1ccccc1)N(C(=O)c1csnn1)C1CCCC1 (stereo unspecified) | 21 | -9 | -4 | 7% | -4% | . | 3%
Cc1cc(Nc2cccc(Cl)n2)n(-c2ccccc2)n1 | ? | -12 | -4 | -19% | 0% | -6% | -3%
COc1ccc(OC)c(NC(=O)C2CC(=O)N(c3ccccc3)C2)c1 (stereo unspecified) | -36 | -7 | -2 | -1% | -5% | -5% | 0%
CC(C)c1nccn1CCC(=O)O | 19 | 7 | -2 | -5% | -3% | -5% | -3%
O=C1c2ccccc2C(=O)N1c1ncn[nH]1 | -28 | -7 | -3 | -11% | 2% | -6% | 12%

(more compounds)
mol | HCMV inh | Shiga inhibitor | CHX counter | AmpC no deterg | AmpC inh detg | Giardia FBPA inh | AMA1 RON2 block
Nc1ccccc1SCc1csc(-c2ccc(Cl)cc2)n1 | 27 | 113* | 44* | 0% | -15% | -12% | 2%
Cc1cccc(NC(=S)N(CCN2CCOCC2)Cc2cc3cc4c(cc3[nH]c2=O)OCO4)c1 | -21 | -9 | -1 | -13% | 4% | -5% | 1%
COc1ccc(C(=O)Cc2ccc(F)cc2)c(OC)c1 | 34 | 80* | 64* | -9% | -15% | 2% | 14%
C/C(=N\NC(=S)NCCc1ccccc1)c1cccs1 | -17 | 24 | 17* | -20% | 0% | 6% | 3%
CCS(=O)(=O)C1=NN2C(=N)/C(=C\c3ccc(OS(=O)(=O)c4ccccc4)cc3)C(=O)N=C2S1 | . | 38 | 33* | -25% | 2% | . | 83%[activator]
C=C(C)C(=O)Nc1cccc(C2=NOC3(C2)C[C@H](C(N)=O)N(C(=O)CC#N)C3)c1 (stereo partly specified) | . | -6 | -1 | 0% | -7% | -8% | -12%
CC1(OC(=O)CCc2ccccc2)C(=O)C=C2C=C(c3ccc(C#N)cc3)N(CC3CC3)C=C2C1=O (stereo unspecified) | 11 | -2 | -5 | 47% | 0% | ? | -23%
COc1ccccc1NC(=O)CSc1nnc(COc2ccc(Cl)cc2)n1Cc1ccco1 | 28 | 34 | -1 | 9% | ? | 0% | -13%
CCCOC(=O)c1c(NC(=O)C2C3C=CC(C3)C2C(=O)O)sc2c1CCC(C)C2 (stereo unspecified) | 45 | -9 | -1 | -26% | 1% | 20% | -1%
COc1ccc(C(=O)NC2CCN(CC(=O)NC3CCCCC3)CC2)cc1 | -8 | -7 | -3 | 1% | 1% | -2% | -1%
CCCOc1ccc(N2C(=O)CC(NCc3cccnc3)C2=O)cc1 (stereo unspecified) | -35 | -14 | 0 | -2% | -3% | 3% | 23%
Clc1ccc(-c2c[n+](Cc3ccc(Cl)c(Cl)c3)c3n2CCC3)cc1 | . | -8 | -2 | 48% | ? | 1% | .
COc1ccc(-c2cc(-c3cccs3)nc(OC)c2C#N)cc1OC | -18 | -2 | -4 | 50% | -5% | 0% | 18%
CCN1CCN(C(=O)c2c(-c3c(Cl)cccc3Cl)noc2C)CC1 | -21 | 17 | -1 | -9% | 0% | -11% | 1%
COc1ccc(-n2nnc3c(SCC(=O)Nc4ccc5c(c4)OCCO5)ncnc32)cc1 | . | -1 | 1 | -25% | -14% | 4% | .
C[C@H](CO)N1C[C@H](C)[C@@H](CN(C)Cc2ccc(-c3ccccc3)cc2)Oc2c(NS(=O)(=O)c3cn(C)cn3)cccc2C1=O | 16 | . | . | 207%[activator] | . | . | -20%
Cc1nn(CC(=O)Nc2ccc(C(=O)N3CCCCC3)cc2)c(=O)c2ccccc12 | -14 | -12 | -4 | 11% | -13% | -23% | 3%
Cc1cccc(-n2ncc3c2CCCC3NC(=O)CCN2CCCCO2)c1C (stereo unspecified) | -24 | -12 | -2 | 81%[activator] | -11% | 5% | 19%
Nc1nc(COc2ccc(Cl)cc2)cs1 | -17 | 65* | 33* | -16% | ? | -5% | 6%
O=C(CSc1c[nH]c2ccccc12)N1CCOCC1 | 9 | 20 | -2 | -14% | -2% | -1% | -4%

Next entries.
mol | HCMV inh | Shiga inhibitor | CHX counter | AmpC no deterg | AmpC inh detg | Giardia FBPA inh | AMA1 RON2 block
COCCCN(C(=O)C(C)Oc1ccc(Br)cc1)c1c(N)n(Cc2ccccc2)c(=O)[nH]c1=O (stereo unspecified) | 5 | . | . | 70%[activator] | ? | . | 8%
CCCOc1ccc(-c2c(C(=O)N/N=C(\C)c3ccco3)nnn2-c2nonc2N)cc1 | -27 | -11 | 4 | -13% | 4% | -6% | 0%
Cc1ccc2nc(N/C(N)=N/S(=O)(=O)c3ccc([N+](=O)[O-])cc3)nc(C)c2c1 | 60 | -20 | -3 | -38% | 0% | -6% | -20%
O=C(NCC1CC1)NC(=O)c1c(F)cccc1Cl | -36 | 28 | 15* | -13% | -1% | 0% | -3%
CCOCCCNC(=O)c1c(N)n(-c2ccc(S(N)(=O)=O)cc2)c2nc3ccccc3nc12 | -7 | -14 | 3 | 4% | 0% | -8% | 12%
O=C(Oc1ccc2ccc(OC(=O)N3CCCCCC3)cc2c1)N1CCCCCC1 | 44 | 40* | 22* | -10% | ? | 3% | -2%
O=C(NCc1ccccc1)C1CCCN(S(=O)(=O)c2ccc(-n3cnnn3)cc2)C1 (stereo unspecified) | -34 | -4 | 1 | -4% | -9% | 6% | 16%
